Cav3 T inh – human Cav3.2 channel inhibition, primary screen. O95180. B-score at 10 µM. actives 4% (n = 100,000). Cav3.2-expressing cells, Fluo-4 calcium fluorescence FDSS; hits give low values;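 active = single-dose well whose peak fluorescence ratio is a statistical outlier from its plate by either plate-standardised score or position-corrected B-score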
Target sequence (O95180 whole entry, looked up): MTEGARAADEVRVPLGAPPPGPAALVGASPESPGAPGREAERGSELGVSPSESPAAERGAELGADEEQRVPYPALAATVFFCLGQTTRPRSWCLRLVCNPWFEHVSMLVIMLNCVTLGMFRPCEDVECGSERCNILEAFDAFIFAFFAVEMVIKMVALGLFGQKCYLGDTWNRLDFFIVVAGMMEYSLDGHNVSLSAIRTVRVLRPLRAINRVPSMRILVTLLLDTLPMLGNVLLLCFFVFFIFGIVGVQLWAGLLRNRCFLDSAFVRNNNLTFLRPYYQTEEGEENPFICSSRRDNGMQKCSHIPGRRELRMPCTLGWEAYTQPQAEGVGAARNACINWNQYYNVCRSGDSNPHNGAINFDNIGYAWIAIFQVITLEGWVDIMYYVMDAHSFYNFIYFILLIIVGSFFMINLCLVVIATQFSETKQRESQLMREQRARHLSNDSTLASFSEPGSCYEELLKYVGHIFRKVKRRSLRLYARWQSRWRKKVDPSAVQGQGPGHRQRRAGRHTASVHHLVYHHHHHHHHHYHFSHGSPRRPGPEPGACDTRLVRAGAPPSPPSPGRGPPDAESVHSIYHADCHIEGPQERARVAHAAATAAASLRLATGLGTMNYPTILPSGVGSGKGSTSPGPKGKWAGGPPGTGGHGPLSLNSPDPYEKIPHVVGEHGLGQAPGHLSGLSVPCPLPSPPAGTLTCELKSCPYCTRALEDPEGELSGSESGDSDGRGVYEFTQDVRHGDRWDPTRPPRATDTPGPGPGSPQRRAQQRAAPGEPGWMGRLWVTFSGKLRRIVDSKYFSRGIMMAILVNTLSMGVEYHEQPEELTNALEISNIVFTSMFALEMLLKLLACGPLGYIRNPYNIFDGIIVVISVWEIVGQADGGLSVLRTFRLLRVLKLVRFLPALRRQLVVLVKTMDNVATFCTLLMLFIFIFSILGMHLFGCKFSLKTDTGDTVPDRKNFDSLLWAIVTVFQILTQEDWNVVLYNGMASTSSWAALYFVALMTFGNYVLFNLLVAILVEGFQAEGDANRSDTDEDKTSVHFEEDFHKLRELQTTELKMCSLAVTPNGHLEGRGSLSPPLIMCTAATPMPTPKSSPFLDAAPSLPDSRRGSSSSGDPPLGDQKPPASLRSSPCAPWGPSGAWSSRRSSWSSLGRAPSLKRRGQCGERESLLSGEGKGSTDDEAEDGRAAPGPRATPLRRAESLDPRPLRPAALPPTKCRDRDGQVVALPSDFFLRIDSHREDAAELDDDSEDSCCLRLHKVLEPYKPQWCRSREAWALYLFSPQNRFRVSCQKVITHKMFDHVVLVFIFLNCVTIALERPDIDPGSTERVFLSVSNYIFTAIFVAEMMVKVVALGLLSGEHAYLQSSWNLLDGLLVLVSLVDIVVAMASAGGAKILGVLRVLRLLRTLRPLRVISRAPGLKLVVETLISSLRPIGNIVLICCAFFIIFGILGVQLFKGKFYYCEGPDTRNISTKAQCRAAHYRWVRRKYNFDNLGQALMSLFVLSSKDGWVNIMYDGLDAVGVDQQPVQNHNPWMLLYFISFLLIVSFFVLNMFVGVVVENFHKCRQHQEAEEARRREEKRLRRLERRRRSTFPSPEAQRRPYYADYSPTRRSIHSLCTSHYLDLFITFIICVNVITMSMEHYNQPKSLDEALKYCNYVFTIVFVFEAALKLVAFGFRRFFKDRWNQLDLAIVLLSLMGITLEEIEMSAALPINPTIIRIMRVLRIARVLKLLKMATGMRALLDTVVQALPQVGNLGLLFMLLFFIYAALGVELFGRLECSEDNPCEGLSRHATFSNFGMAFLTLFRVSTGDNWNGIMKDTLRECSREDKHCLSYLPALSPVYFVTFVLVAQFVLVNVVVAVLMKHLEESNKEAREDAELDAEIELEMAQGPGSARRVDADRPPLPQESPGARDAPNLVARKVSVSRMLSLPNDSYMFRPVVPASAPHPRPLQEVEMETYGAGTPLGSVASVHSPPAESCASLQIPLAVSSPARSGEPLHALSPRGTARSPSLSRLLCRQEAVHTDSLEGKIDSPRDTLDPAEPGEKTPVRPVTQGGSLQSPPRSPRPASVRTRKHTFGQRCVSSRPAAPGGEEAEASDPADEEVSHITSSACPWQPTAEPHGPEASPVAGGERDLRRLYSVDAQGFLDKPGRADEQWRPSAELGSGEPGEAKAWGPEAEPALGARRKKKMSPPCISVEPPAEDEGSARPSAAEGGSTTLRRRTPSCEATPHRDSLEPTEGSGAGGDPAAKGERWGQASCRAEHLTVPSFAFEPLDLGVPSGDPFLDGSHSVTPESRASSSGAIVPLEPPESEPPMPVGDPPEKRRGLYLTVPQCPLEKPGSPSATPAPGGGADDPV
Starred values were filed as active, the others as inactive.

SMILES | Cav3 T inh
Cc1cc2c(cc1C)N(C(=O)CN1C(=O)c3ccccc3C1=O)C(C)(C)c1ssc(=S)c1-2 | -1.9
CCN(C(=O)CSc1nnc(NC2CCCCC2)s1)C1CCS(=O)(=O)C1 (stereo not given) | 0.2
O=C(CSc1nnc(Cn2nnc3ccccc32)o1)N(Cc1ccc(Cl)cc1)c1ccccc1 | -6*
CCOC(=O)C1=C(C)n2c(s/c(=C/c3cccc([N+](=O)[O-])c3)c2=O)=NC1c1ccc(O)c(OC)c1 (stereo not given) | -1.8
COc1ccc(S(=O)(=O)N(C)CC(=O)N2CCCCC2)cc1Cl | 0.87
Cc1cc(=O)[nH]c(SCC(=O)NCCOc2ccccc2)n1 | 0.45
CCOc1cc(C)ccc1OCc1nnc(SCC(=O)c2cccc([N+](=O)[O-])c2)n1C | 0.72
O=C(NCCC1=CCCCC1)c1ccc2c(=O)n3c(nc2c1)CCCCC3 | -1.1
CCCc1nc(SCC(=O)N2c3ccccc3CC2C)c2c(C)c(C)sc2n1 (stereo not given) | -2.9
CS(=O)(=O)c1ccc2nc(NC(=O)c3ccco3)sc2c1 | 0.11
CCN(CC)S(=O)(=O)c1ccc2oc(C(=O)NCc3ccc(F)cc3)c(C)c2c1 | -6.8*
O=C(Cc1ccccc1)NC1CCN(S(=O)(=O)c2ccc(C(=O)O)cc2)CC1 | 0.77
CC(C)(O)[C@H](O)COc1c2occc2cc2ccc(=O)oc12 | -2
CN1CCN(c2nc(-c3cccnc3)nc3ccccc23)CC1 | 0.55
CC(O)[C@H]1CNC(=O)C(=O)N1CC1(c2ccccc2)CC1 (stereo not given in full) | -1.3
O=C(OCCN=C1NS(=O)(=O)c2ccccc21)c1ccncc1 | 0.41
O=C(c1ccccc1)c1cc(-c2ccccn2)c(N2CCOCC2)s1 | 1.9
CCOc1ccc(OCc2cccc(C(=O)N3CCCC3)c2)cc1 | 0.095
Cc1nc(-c2cccc(NC(=O)c3cccs3)c2)cs1 | -0.26
O=c1c2c(-c3cccs3)csc2ncn1-n1cccc1 | -1.8
Cc1ccc(Cn2c(SCC(=O)Nc3cc(C)on3)nc3ccccc3c2=O)cc1 | -0.56
O=C(NCc1ccco1)C1CCN(S(=O)(=O)N2CCOCC2)CC1 | 0.26
CC1CCCCN1C(=O)CSc1nnc(-c2c[nH]c3ccccc23)o1 (stereo not given) | 0.4
Cc1ccc(-n2nc(C(=O)c3ccccc3)n3c(=O)cc(-c4ccccc4)nc23)cc1 | 0.56
Cc1cn2c(-c3cccnc3)nnc2s1 | 0.88
Cn1c(C(=O)N2CCC(C(N)=O)CC2)cc2c(=O)n(C)c3ccccc3c21 | 0.076
O=c1c(C=Nc2cccc(C(F)(F)F)c2)c[nH]n1-c1cccc(Cl)n1 | 0.12
CCOCCCNS(=O)(=O)c1ccc(NC(=O)c2ccccc2)cc1 | 2.4
CCOP(=O)(c1c(F)c(F)c(F)c(F)c1F)C(O)c1ccccc1 (stereo not given) | 1.7
C=CCn1c(SCC(=O)N2CCN(c3ccc(F)cc3)CC2)nnc1-c1cccs1 | 0.22
CCCCCc1cc(=O)oc2c(C(CCN3CCN(c4ccccc4)CC3)c3ccc(N(C)C)cc3)c(OC)cc(OC)c12 (stereo not given) | -0.25
Cn1c(=O)[nH]c(=O)c2c1nc(N1CCCCCC1)n2CC(N)=O | 0.84
S=C(NCCC(c1ccccc1)c1ccccc1)Nc1ccccc1Cl | -3.4
CCN(CC)CCCN(Cc1cc2cc3c(cc2[nH]c1=O)OCCO3)C(=O)Nc1ccc(F)cc1 | 0.46
Cc1cccc(C)c1N(CC(=O)NN=C1CCCCCC1)S(C)(=O)=O | -0.79
CCOC(=O)n1ccc(C(=O)Nc2ccccc2F)n1 | 0.56
CCn1nnnc1SCC(=O)c1ccc(C)cc1C | -0.24
CC(=O)SCC(C)C(=O)NCc1ccccc1 (stereo not given) | -0.55
COc1ccc(S(=O)(=O)N2CCC(N3CCCCC3)CC2)cc1 | -1
CSCCC(=O)Nc1ccc(C(C)=O)cc1 | -0.2
COC(=O)c1cccc(C23CC4(C2)[C@H](CN(Cc2ccc(-c5ccccc5)cc2)[C@@H]4c2ccccc2)C3c2ccc(C(F)(F)F)cc2)c1 (stereo not given in full) | -0.62
N#CCN1CCC/C1=C\[N+](=O)[O-] | 0.087
COCc1cc(CN2CCCC2)c(O)c2ncccc12 | 1.8
CCCCCNC(=O)c1ccc2c(=O)[nH]c3c(C(=O)NCC4CCCO4)sc(=S)n3c2c1 (stereo not given) | -3.1
O=C(CSc1ccc2ccccc2n1)c1ccc2c(c1)OCO2 | 0.14
Nc1nnc(C(c2ccccc2)c2ccccc2)s1 | 0.27
CC(C)C(=O)Nc1cccc(C(=O)N2CCCCC2C)c1 (stereo not given) | 0.31
NC(=O)C(Cc1ccccc1)NS(=O)(=O)c1ccc(N2CCCC2=O)cc1 (stereo not given) | 0.2

Some of the entries so far, with each value named:
O=C(Cc1ccccc1)NC1CCN(S(=O)(=O)c2ccc(C(=O)O)cc2)CC1
  Cav3 T inh = 0.77

CC(C)(O)[C@H](O)COc1c2occc2cc2ccc(=O)oc12
  Cav3 T inh = -2

CN1CCN(c2nc(-c3cccnc3)nc3ccccc23)CC1
  Cav3 T inh = 0.55

CC(O)[C@H]1CNC(=O)C(=O)N1CC1(c2ccccc2)CC1 (stereo not given in full)
  Cav3 T inh = -1.3

Two records drawn at random from the list so far:
SMILES | Cav3 T inh
CCOc1cc(C)ccc1OCc1nnc(SCC(=O)c2cccc([N+](=O)[O-])c2)n1C | 0.72
O=C(OCCN=C1NS(=O)(=O)c2ccccc21)c1ccncc1 | 0.41

Remaining list, next part
SMILES | Cav3 T inh
Nn1c(SCC(=O)N2CCCc3ccccc32)nnc1-c1ccc(Cl)cc1 | 0.0034
Cn1c(=O)c2c(SCc3cccnc3)nc(CC(C)(C)C)nc2n(C)c1=O | -1.2
O=C(NCc1ccco1)c1ccc(Br)c(S(=O)(=O)N2CCCCC2)c1 | -2.1
CC(=O)CCc1c(C)c2cccc(C)c2[nH]c1=O | 0.54
C=C(C)c1cccc(C(C)(C)NC(=O)N2CCN(C)CC2)c1 | 0.2
Cc1cc(C)cc(NC(=O)CN(C)S(=O)(=O)c2cnc[nH]2)c1 | 1.3
CCO[C@H]1OC(C(=O)Nc2ccccc2)=C[C@@H](c2csc3ccccc23)[C@@H]1CCCO | 0.011
COC(=O)Cn1c(C(=O)N2CCCC2)cc2c1C[C@H]1CN(C(=O)c3ccccc3)[C@@](Cc3ccc(F)cc3)(C(=O)OC)[C@@H]21 | -0.6
O=C(CN1CCN(Cc2ccccc2)CC1)c1ccccc1 | -0.71
COc1cccc(-c2nc(OC(C)C)c3ccccc3n2)c1 | 1.9
CCOc1ccc2nc(NC(=O)C(NS(=O)(=O)c3cccs3)C(C)C)sc2c1 (stereo not given) | -0.66
Cc1nc2ccc(S(=O)(=O)c3ccc4nc(C)[nH]c4c3)cc2[nH]1 | 0.9
Cc1cc(C)n2cc(CSc3nnc(N)s3)nc2n1 | -0.15
Cc1ccccc1NC(=O)C(C#N)Cc1cccnc1 (stereo not given) | -0.57
Cc1nc(NC(=O)CCc2ccccc2)ccc1Br | -1.2
Cc1c(C(=O)N(C)C)sc(NC(=O)c2cccc([N+](=O)[O-])c2)c1C#N | 0.64
CSCCC(NC(=O)c1cc(C(C)(C)C)oc1C)C(=O)O (stereo not given) | -0.4
COc1ccc(OC)c(NC(=O)c2cc3n(n2)C(C(F)(F)F)CC(c2ccc4c(c2)OCO4)N3)c1 (stereo not given) | -2.7
CCOC(=O)c1c(C)nc2sc3c(=O)n(-c4ccc(C(C)=O)cc4)nnc3c2c1-c1ccc(OC)cc1 | -0.69
Cc1ccc2c(N)c(C#N)sc2n1 | 0.16
O=C(O)/C=C/C(=O)Nc1ccccc1C(=O)Nc1ccccc1 | 1.8
CC(OC(=O)c1ccco1)C(=O)NC1CCCCC1 (stereo not given) | -0.47
CC(=O)N(C)c1ccc(NC(=O)c2cnn(C)c2)cc1 | 1.2
COn1c(C)c(C(C)=O)c2c3nonc3ccc21 | 0.0012
Cn1nc(-c2ccccc2)c(C#N)c1Sc1cccc(Cl)c1 | -1.9
CC(=O)CSc1ncnc2c1oc1ccccc12 | -0.46
CCCc1nnc(NC(=O)Cn2c(=O)oc3cc(Br)ccc32)s1 | 0.98
CC(=O)NC1(C(Cl)(Cl)Cl)Oc2ccccc2O1 | 1.4
O=S(=O)(c1cccs1)N1CN(Cc2cccs2)c2nc3ccccc3nc21 | -1.5
CCOC(=O)C1CCN(C(=O)C2CCN(S(=O)(=O)N3CCCC3)CC2)CC1 | 0.22
CCN(CC)c1nc2nonc2nc1N(CC)CC | 0.008
CCOC(=O)c1cc2sccc2n1CC(=O)N1CCCc2ccccc21 | -3.8*
CCn1c(CNC(=O)c2ccc(OC)cc2)nnc1SCC(=O)c1ccccc1 | 0.33
Cc1nc2c(-c3ccccc3)c(C)nn2c(C)c1CCC(=O)NCc1ccco1 | 0.44
CCn1c2ccccc2c2nnc(SCC(=O)NCc3cccs3)nc21 | 0.98
CN(c1ccc(C(=O)N2CCOCC2)cc1)S(C)(=O)=O | 0.11
CC1(C)S/C(=N/N=C/c2cccs2)NC1=O | -0.18
O=C(COC(=O)c1ccccc1NC(=O)c1ccco1)Nc1ncc(Cl)cc1Cl | -1.3
Cc1nn(Cc2ccc(F)cc2)c(C)c1NC(=O)c1cc(-c2ccco2)on1 | -1.7
C=CCNc1nc(Nc2ccc(-c3nc4ccccc4o3)cc2)nc(N2CCOCC2)n1 | -0.069
O=C1c2cccc3c(N4CCCCC4)ccc(c23)C(=O)N1CCO | -6.1*
Clc1ccc(OCc2nnc(SCCN3CCCCC3)n2Cc2ccco2)cc1 | 0.15
COc1ccccc1OCCOc1ccc(/C=C2/C(=N)N3OC(C)=CC3=NC2=O)cc1OC | -0.2
CC1(C(=O)O)CCC(C(=O)NCCc2ccccc2)C1(C)C (stereo not given) | 0.29
COc1ccc(-c2nn(CCC(=O)O)cc2CCC(=O)O)cc1 | 0.26
CC1CCN(c2ccc(/C=N/n3nnnc3N)cc2[N+](=O)[O-])CC1 | 0.44
CC1(C)CC(CCC(=O)Nc2ccccc2Cl)C(=O)O1 (stereo not given) | 0.097
C[C@]12CC[C@@H]3c4ccc(O)cc4CC[C@H]3[C@@H]1CC[C@@H]2O | -1.3
CC(=O)Nc1ccc(S(=O)(=O)N2CCc3ccccc3C2)cc1 | -2.6
Cc1ccc(N2C(=O)/C(=C\c3ccco3)SC2=S)cc1 | -0.24
O=C(NCCc1ccccc1)C1CC(c2ccccc2O)=NO1 (stereo not given) | 0.14
COc1ccc(N2C(=O)CN=C2Nc2nc(C)cc(C)n2)cc1OC | 0.14
COc1ccc(-n2c(C)cc(C(=O)CSc3nnc(-c4cccs4)o3)c2C)cc1 | -2.5
COc1ccccc1-c1cn(S(=O)(=O)c2ccc(F)cc2)nc1N | -2.4
C=CCNc1sc(C(=O)C(C)(C)C)c(N)c1C#N | 1.1
CCOCCCNS(=O)(=O)c1ccc2c(c1)CCN2C(=O)CC | -1.4
O=C(NCCN1CCCC1)C1COc2ccccc2O1 (stereo not given) | 0.22
CCSc1nnc(NC(=O)c2csc3c2CCC(C)C3)s1 (stereo not given) | 0.3
CCCc1nc2ccccc2c(C(=O)OCC(=O)Nc2ccc(S(=O)(=O)N3CCOCC3)cc2)c1CC | -0.47
CCO[C@H]1OC(C(=O)N2CCN(Cc3ccc4c(c3)OCO4)CC2)=C[C@@H](c2ccc(C(F)(F)F)cc2)[C@@H]1CCCO | -2.1

Rewritten in CSV form: two of the compounds above
SMILES,Cav3 T inh
CCO[C@H]1OC(C(=O)N2CCN(Cc3ccc4c(c3)OCO4)CC2)=C[C@@H](c2ccc(C(F)(F)F)cc2)[C@@H]1CCCO,-2.1
COc1ccccc1-c1cn(S(=O)(=O)c2ccc(F)cc2)nc1N,-2.4

(continued)
SMILES | Cav3 T inh
COc1cc(O)c(NC(C)=O)c2nonc12 | 0.48
Cc1[nH]c2ccccc2c1Cc1nnc(SCC(N)=O)o1 | 0.03
CC(C)C1=NN(C(=O)c2cccnc2)C(O)(C(F)(F)F)C1 (stereo not given) | -0.14
COc1ccc(-c2noc(CCCOc3ccccc3)n2)cc1OC | -0.038
C=C1CCN([C@@H](CC(C)C)C(=O)NCc2cc(OC)c(OC)c(OC)c2)S(=O)(=O)c2ccccc21 | -0.12
N#C/C(=C/c1ccccc1)c1nn(CCO)c(N)c1C#N | 0.24
CCOC(=O)CSc1ncnc2c1cnn2-c1ccc(C)cc1 | 0.48
CCOC(=O)C1=C(C)Nc2nc(SCC)nn2C1c1ccc(OC)cc1 (stereo not given) | 0.55
CN(CC(=O)O/N=C(\N)c1ccccn1)S(=O)(=O)c1ccccc1 | 1.1
O=c1c2c(nc3c(-c4ccccc4)c[nH]n13)CCCC2 | 0.81
CC1(C)C=Cc2c(c3ccccc3[nH]c2=O)O1 | 0.039
C[C@@H]1NC(=O)[C@H](CCCN=C(N)N)NC(=O)c2cc([N+](=O)[O-])cc(I)c2NCCC[C@@H](C(N)=O)NC1=O | -0.036
COc1ccc(CN(CCCN2CCOCC2)S(=O)(=O)N(C)C)cc1OC | 0.31
CC(C)(C)NC(=O)C1Cc2ccccc2CN1C(=O)Nc1cccc(Cl)c1 (stereo not given) | -1.3
CC(NC(=O)COC(=O)c1cn(-c2ccccc2)nc1-c1cccs1)c1ccccc1 (stereo not given) | -2.6
Cc1ccc(C2C3CSCC=C3C(C#N)=C(N)C2(C#N)C#N)cc1 (stereo not given) | -0.67
CC(C)(C)c1ccc(Oc2cccc(C3CC(=O)C(C4NCCc5ccccc54)C(=O)C3n3cncn3)c2)cc1 (stereo not given) | -1.5
Cc1ccc(-c2cc(C(=O)N3CCN(C(=O)c4ccco4)CC3)no2)cc1 | -0.53
CCOC(=O)C1=C(C)Nc2ncnn2C1c1cccs1 (stereo not given) | 0.99
CCn1c(SCC(=O)N2c3ccccc3Sc3ccccc32)nnc1-c1ccco1 | -3.5
Cc1cc(NC(=O)CCC(=O)N(Cc2cccs2)C(C(=O)NC2CCCC2)c2ccncc2)no1 (stereo not given) | 0.82
Cn1nc(C(F)(F)F)c(/C=N/OC(=O)c2ccc(Cl)cc2)c1Cl | 0.67

Bioassay records: PubChem, Vanderbilt High Throughput Screening Facility

Only part of the results is shown; count on the stated rates, not on these rows.
